# TDP43 rescue = rescues yeast growth from TDP-43 toxicity | TDP-43 expressing yeast growth rescue, BacTiter-Glo, 24 h | Potency, µM (top dose mostly 46.1 µM), inactives show at the top dose growth rescue (activation), actives largely listed as activators | hit rate 1.8% among 410,000 | AID 652104; also: potency is read from the fitted curve at half-maximal effect; % of control where 0% means no effect; nearly all actives have a fitted effect of over 50% in size
#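 In this qHTS, compounds that restore growth of yeast expressing TDP-43 appear as activators. Cells (OD600=0.02, galactose medium, raffinose-pregrown) are incubated with compound 24 hr at 30 deg C and growth is quantified by BacTiter-Glo.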
# GLP1R cytotox = cytotoxicity counter-screen for GLP-1 receptor inverse agonists; hit rate 0.13% among 410,000; HEK293 cAMP-luciferase reporter cells, luminescence, 24 h; Potency, µM (highest dose often 38.3 µM), without a hit: top-dose activity change, negative = inhibition, actives largely listed as inhibitors;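 also: loss of luciferase light is scored as toxicity; potency is read from the fitted curve at half-maximal effect; % is scaled to controls: 0 for no effect and ±100 for the full control effect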
#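 Here, cytotoxicity is scored as loss of luminescence. The MLSMR collection was tested on cells seeded in medium containing 10% Nu serum, with a 24 hr compound exposure preceded by 12 hours of culture.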
# GLP-1R agonist = GLP-1 receptor (human) agonism; P43220; HEK293 GLP-1R CRE-luciferase, luminescence, 4-6 h; cells express a hypersensitive GLP-1R form; Potency, µM (doses to about 45.6 µM), for inactives: at the highest dose activation, actives largely listed as activators; hit rate 0.007% among 380,000; AID 624172; also: potency is read from the fitted curve at half-maximal effect; % of control where 0% means no effect
# Target sequence (P43220 whole entry, looked up): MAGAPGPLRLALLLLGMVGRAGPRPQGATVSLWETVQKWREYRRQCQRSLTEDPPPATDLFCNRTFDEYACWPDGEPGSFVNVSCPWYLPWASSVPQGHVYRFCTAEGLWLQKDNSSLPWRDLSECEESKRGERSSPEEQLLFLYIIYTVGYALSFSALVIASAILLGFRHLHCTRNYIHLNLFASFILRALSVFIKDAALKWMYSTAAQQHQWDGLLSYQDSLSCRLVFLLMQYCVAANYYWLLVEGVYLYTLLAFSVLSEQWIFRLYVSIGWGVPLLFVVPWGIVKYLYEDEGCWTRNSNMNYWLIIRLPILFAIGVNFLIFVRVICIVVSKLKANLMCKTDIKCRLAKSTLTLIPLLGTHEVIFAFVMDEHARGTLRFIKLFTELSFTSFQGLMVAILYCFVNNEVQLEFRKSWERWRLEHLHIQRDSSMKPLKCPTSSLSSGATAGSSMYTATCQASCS
# DRD3 antagonist = antagonists of human D3 dopamine receptor. hit rate 2.5% among 360,000. max response, negative = inhibition, %. D3R cells, DiscoveRx beta-arrestin luminescence, antagonist mode; active compounds read low. P35462; in the data active = max response below about -50%; inconclusive = no clear call, values can overlap the other calls; also: % is scaled to controls: 0 for no effect and ±100 for the full control effect; mostly tested at two doses, the higher about 12 µM
#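 Cells plated overnight at 1500 cells/well, then exposed to library compounds with dopamine controls for 90 minutes at 37 degrees C. DiscoveRx reagent added for 30–60 minutes at room temperature; luminescence read, quantitative HTS format.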
# GLP1R inv ag = inverse agonists of human GLP-1 receptor | Potency, µM (titrated, usually from 38.3 µM), inactives show top-dose activity change, negative = inhibition, actives largely listed as inhibitors | AID 624417 | HEK293 GLP-1R CRE-luciferase, luminescence, 24 h; GLP-1R form is constitutively active | P43220 | hit rate 1.6% among 410,000; also: potency is read from the fitted curve at half-maximal effect; % is scaled to controls: 0 for no effect and ±100 for the full control effect; nearly all actives have a fitted effect of over 55% in size
#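 Using stably transfected HEK293 (constitutively active GLP-1R, cAMP-luciferase reporter), compounds were incubated 24 hr and luciferase measured by luminescence.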
# KB-V1 MDR tox = KB-V1 MDR subline cytotoxicity | hit rate 3.4% among 400,000 | AID 1347076 | KB-V1 MDR cells viability, CellTiter-Glo, 72 h | Potency, µM (top dose mostly 46.1 µM), inactives show at the top dose activity change, negative = cytotoxicity, most hits filed as cytotoxic; also: potency is read from the fitted curve at half-maximal effect; % is scaled to controls: 0 for no effect and ±100 for the full control effect; nearly all actives have a fitted effect of over 60% in size
#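 Cytotoxicity toward P-gp-expressing KB-V1 cells was determined as loss of CellTiter-Glo luminescence after 72 h at 37 degrees C. Compounds were tested in quantitative HTS format across a concentration range, with curves fitted to normalized data.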
# aSyn yeast inh = alpha-synuclein toxicity inhibition in yeast; Yeast expressing alpha-synuclein, growth rescue, BacTiter-Glo, 24 h; Potency, µM (top dose mostly 46.1 µM), without a hit: at the highest dose growth rescue (activation), usual class: activators; hit rate 0.14% among 370,000; also: potency is read from the fitted curve at half-maximal effect; % of control where 0% means no effect; nearly all actives have a fitted effect of over 65% in size
#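 Galactose-induced alpha-syn yeast (OD600=0.02, raffinose-pregrown) + pinned cpd, 24 hr, 30 deg C; growth by BacTiter-Glo luminescence. Growth restoration scores as activation.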
# DRD3 agonist = activates the human D3 dopamine receptor; P35462; D3R DiscoveRx beta-arrestin cells, luminescence, 90 min; max activation, %; hit rate 0.58% among 410,000; in the data active = max activation above about 30%; also: 0% is about no effect; mostly tested at two doses, the higher about 12 µM
#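 Agonist-mode cell screen: cells plated at 1500/well and incubated overnight at 37 °C, then exposed to library compounds for 90 min at 37 °C. Detection reagent was added for 30–60 min at room temperature, and luminescence was read.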
# PTHR1 agonist = PTHR1 (human) receptor agonism. AID 743266. HEK293 GP2 PTHR1 cells, GloSensor cAMP luminescence, 1 h. Potency, µM (series often up to 115 µM), for inactives: top-dose activation, usual class: activators. Q03431. hit rate 0.075% among 410,000; also: potency is read from the fitted curve at half-maximal effect; nearly all actives have a fitted effect of over 55% in size; some results filed as inactive show a strong effect at the top dose; inactives centre near -15; many of its hits are not listed in these tables
# Target sequence (Q03431 whole entry, looked up): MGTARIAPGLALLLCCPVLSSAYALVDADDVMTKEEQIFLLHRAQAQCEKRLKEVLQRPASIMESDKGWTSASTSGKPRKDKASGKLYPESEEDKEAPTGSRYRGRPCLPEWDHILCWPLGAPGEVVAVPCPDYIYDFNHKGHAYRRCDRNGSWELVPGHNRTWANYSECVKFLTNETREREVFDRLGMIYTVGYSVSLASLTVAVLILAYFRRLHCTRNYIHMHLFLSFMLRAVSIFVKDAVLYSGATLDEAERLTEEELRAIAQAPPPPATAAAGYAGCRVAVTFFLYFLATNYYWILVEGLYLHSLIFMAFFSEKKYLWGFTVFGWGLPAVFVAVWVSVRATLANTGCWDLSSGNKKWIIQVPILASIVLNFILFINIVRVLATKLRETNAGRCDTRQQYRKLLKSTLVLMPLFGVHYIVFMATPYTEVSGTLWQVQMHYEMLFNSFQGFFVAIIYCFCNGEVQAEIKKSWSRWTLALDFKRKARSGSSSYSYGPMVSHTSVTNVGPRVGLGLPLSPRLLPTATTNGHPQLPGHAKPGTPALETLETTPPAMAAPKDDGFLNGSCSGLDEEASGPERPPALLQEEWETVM
#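 HEK-293-derived GP2 cells expressing PTHR1 and a GloSensor cAMP reporter, 3,000/well, plated overnight, given luciferin plus IBMX (each 0.5 mM as added) for 1 h at 37 °C, then compound for 1 h at 37 °C. Luminescence was read after 15 min at room temperature.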
# An asterisk follows results filed as active; i = inactive; u = inconclusive; x = no result given; [ ] = dose if it differs, or a comment. Unless noted, calls follow the shape of the dose curve; as a rule, active = well fitted curve in the direction sought with a large enough effect; inconclusive = small, poorly fitted or top-dose-only effect, or another doubt; inactive = no such curve, though single readings can be large; an effect the other way counts as inactive or inconclusive.
SMILES,GLP1R cytotox,KB-V1 MDR tox,DRD3 agonist,TDP43 rescue,GLP-1R agonist,PTHR1 agonist,aSyn yeast inh,DRD3 antagonist,GLP1R inv ag
O=C(OCc1cn([C@H]2C[C@H](c3ccc(Cl)cc3)N(C(=O)c3cccs3)C[C@@H]2O)nn1)c1ccccc1,-6%,0%,10,15%,0%,-16%,4%,0,u
NC(Cc1ccc(C(F)(F)F)cc1)c1csc(NC(=O)Nc2ccccc2Cc2ccccc2)n1 (stereo not given),u,u,5,16%,-24%,-11%,-37%[inhibitor],21,u
CN1CCN(c2nc(-c3ccc(C(C)(C)C)cc3)nc3ccccc23)CC1,7%,9%,-20,1%,-1%,-15%,-13%,-11,8.9µM*
CC(=O)SCCC(=O)N1C(C)CCCC1C(=O)O (stereo not given),-4%,10%,-2,-9%,-15%,i,1%,-14,10%
CC1CCCC(C)N1C(=O)Cn1nnc(-c2ccccc2)n1 (stereo not given),-7%,-11%,0,6%,8%,-9%,10%,5,-9%
CCOc1cc(-c2nc(C)c(C(C)=O)n2O)ccc1OCC(=O)Nc1ccccc1,-12%,-45%,-13,x,5%,-22%,3%,u,-30%
Cc1ccc(S(=O)(=O)N2C(=O)C(C)SC2=Nc2ccccc2)cc1 (stereo not given),-7%,u,0,-34%[inhibitor],2%,-20%,-4%,-7,22%
C/C=C/c1ccc(OCCNCc2ccccc2)c(OC)c1,1%,-26%,-19,-6%,1%,u,-9%,-77*,u
NNC(=O)CSc1ncc(-c2ccccc2)[nH]1,-20%,2%,-3,17%,3%,u,0%,-13,11%
CS(=O)(=O)Nc1ccc(-c2cc(/C=C3\SC(N)=NC3=O)c[nH]c2=O)cc1,1%,1%,1,0%,-9%,-8%,-9%,15,14%
CN(C)C(=O)c1ccc(NC(=O)c2sccc2-c2ccccc2)cc1,0%,-18%,-1,-6%,4%,i,1%,0,-11%
COc1ccc(OCc2cc(C(=O)NCC3CCCCO3)no2)c(Cl)c1 (stereo not given),-12%,-1%,8,u,3%,-39%[inhibitor],0%,2,u
NC1=NN=C(N2N=C(c3ccc(Br)cc3)CC2(O)C(F)(F)F)n2ncnc2C1 (stereo not given),-3%,-17%,-8,21%,26%,i,-1%,-8,-6%
CN(CCC#N)C(=O)COc1ccc(Br)cc1Cl,-11%,4%,6,-18%[0.397 µM],12%,-3%,-2%,9,-25%
CS(=O)(=O)N1CCC(C(=O)Nc2ccc(Cl)cc2Cl)CC1,-28%,-7%,-2,17%,-11%,-18%,u,-3,0%
CC12CCC(O)CC1=CCC1C2CCC2(C)c3[nH]ncc3CC12 (stereo not given),-12%,-26%,8,u,5%,-13%,10%,104,63%[activator]
CCOC(=O)C1(Cc2cccc(OC)c2)CCN(C/C=C/c2ccccc2)CC1,-25%,-8%,-21,-12%[0.397 µM],13%,-27%,-1%,u,u
CNS(=O)(=O)c1cccc(C(=O)OCC(=O)c2cc3ccccc3o2)c1,-1%[7.66 µM],-6%,2,28%,0%,-43%[inhibitor],0%,14,70%[activator][7.66 µM]
CCCOc1ccc(C(=O)N2CCN(c3ccc(N)cc3Cl)CC2)cc1,-3%,-2%,-6,9%,3%,i,-1%,14,u
O=C(CC1NC(=O)NC1=O)Nc1cccc2ccccc12 (stereo not given),-15%,13%,1,-21%,-7%,-13%[57.5 µM],3%,32,-5%
CCCCN1C(=O)N(C)C2NC(=O)NC21 (stereo not given),-13%,0%,4,-1%,-2%,i,4%,22,14%
S=C1SCN(Cc2ccccn2)CN1Cc1ccco1,u,u,-20,-12%,1%,-5%,-12%,-62*,u
CCc1c(C(=O)NNC(=S)NCC2CCCO2)csc1C (stereo not given),-5%,-34%,-9,25%,0%,-9%,-2%,-26,-14%
C[C@H](NC(=O)c1nc[nH]c1C(=O)N1CCN(c2ccccc2)CC1)c1ccccc1,5%,-8%,16,0%,6%,-23%,-2%,27,-1%
C/C(=N\O)C(=O)NCc1ccccn1,-6%,3%,2,1%,-3%,-10%[57.5 µM],1%,0,14%
COc1ccc(N2CCN(c3ncnc4scc(-c5ccc(F)cc5)c34)CC2)cc1,-11%,u,2,13µM*,1%,-15%,0%,11,u
CC(=O)Nc1ccc(C(=O)N/N=C/c2cc(Br)cc(Br)c2O)cc1,-28%,-28%,9,-18%,2%,i,4%,15,u
COc1cc(NS(=O)(=O)c2ccc(NC(=S)NC(=O)CC(C)C)cc2)nc(OC)n1,-10%,-3%,-8,-22%,7%,i,-3%,-85*,-3%
CC(C)(C)c1ccc(OCCC(=O)OCC(=O)Nc2cccnc2Cl)cc1,-1%,20%,9,28%,-12%,i,9%,20,-8%
NC(=O)c1ccc(-c2ccc(N3C(c4ccsc4)=Cc4ccc(F)cc4C3CC(=O)c3ccco3)cc2)cc1 (stereo not given),-5%,-17%,4,20%,-2%,i,10%,0,u
COC(=O)C1=C(O)/C(=C/c2ccc(OCC(=O)Nc3ccccc3)cc2)N=C1C,u,11%,-7,17%,9%,-4%,-8%,5,-30%
O=C(Nc1nccs1)c1nc[nH]c1C(=O)N1CCN(c2ccccc2)CC1,5%,-3%,31*,-18%,-2%,i,2%,-9,15%
CCOC(=O)NC1(C(F)(F)F)C(=O)NC(C)=C1C#N (stereo not given),3%,2%,-4,9%,3%,i,0%,0,8%
CCCCOC(=O)c1nnc(-c2ccccc2)o1,-5%,-6%,3,-26%,8%,i,-13%,-21,0%
CCOC(=O)c1c(O)c(O)c(C(=O)OCC)n1-c1ccccc1,-10%,0%,-3,-28%,5%,-2%,-1%,-25,-1%
C=CCn1c(SCC(=O)Nc2cc(OC)c(NC(=O)c3ccco3)cc2OC)nnc1-c1ccncc1,-25%,-18%,3,2%,9%,-11%,-10%,22,56%[activator]
Cc1cc(Br)ccc1OCCOCCN1CCCC1,14%,1%,-22,-14%,1%,-19%,-4%,-73*,u
COc1cc2c(cc1OC)n(CC(=O)NC1CCCCCC1)n1c(C)cc(=O)nc21,-3%,u,4,5%,9%,-16%,u,-4,1%
CCc1ccc2oc(-c3cc(NC(=O)c4cc([N+](=O)[O-])ccc4N4CCOCC4)ccc3Cl)nc2c1,-3%,0%,3,0%,-1%,i,x,x,10%
Cc1ccc(NC(=O)Cc2noc3ccccc23)nc1,-9%,u,0,26%,9%,i,-2%,-5,15%

# Part of the list above, as labelled records.
NC(=O)c1ccc(-c2ccc(N3C(c4ccsc4)=Cc4ccc(F)cc4C3CC(=O)c3ccco3)cc2)cc1 (stereo not given)
  GLP1R cytotox: -5% | KB-V1 MDR tox: -17% | DRD3 agonist: 4 | TDP43 rescue: 20% | GLP-1R agonist: -2% | PTHR1 agonist: i | aSyn yeast inh: 10% | DRD3 antagonist: 0 | GLP1R inv ag: u

S=C1SCN(Cc2ccccn2)CN1Cc1ccco1
  GLP1R cytotox: u | KB-V1 MDR tox: u | DRD3 agonist: -20 | TDP43 rescue: -12% | GLP-1R agonist: 1% | PTHR1 agonist: -5% | aSyn yeast inh: -12% | DRD3 antagonist: -62* | GLP1R inv ag: u

# Additional results:
SMILES,GLP1R cytotox,KB-V1 MDR tox,DRD3 agonist,TDP43 rescue,GLP-1R agonist,PTHR1 agonist,aSyn yeast inh,DRD3 antagonist,GLP1R inv ag
O=C(O)c1cccc(Nc2nc(-c3ccccc3)nc3ccccc23)c1,9%,0%,-14,11%,-1%,0%,1%,2,37%[activator]
Cn1c(SCC(=O)Nc2sc3c(c2C#N)CCC3)nnc1C1COc2ccccc2O1 (stereo not given),-13%,u,0,14%,-4%,i,2%,17,0%
COc1ncccc1-c1nnn(-c2ccccc2Br)n1,u,5%,-14,24%,26%,-6%,12%,-17,5%
CN(CCCNC(=O)CCc1cn(C)c2ccccc12)C1CCCCC1,-5%,-3%,-6,-7%,7%,i,4%,27,u
Cc1ccc(NC(=O)OCc2ccccc2S(C)=O)cc1 (stereo not given),10%[7.66 µM],u,-1,19%[9.22 µM],12%,i,2%,10,25%[7.66 µM]
CCOc1ccc(NC(=O)CCCCn2c(=O)[nH]c3ccsc3c2=O)cc1,-11%,3%,12,3%,9%,i,2%,-9,-10%
Cc1ccc(C)c(Nc2nc(-c3ccncc3)nc3ccccc23)c1,43%,u,2,26%,17%,i,-6%,23,-11%
COc1ccc(CNC(=O)c2noc(C)c2[N+](=O)[O-])cc1,-13%,3%,-22,16%,-7%,-45%[inhibitor],0%,6,9%
COc1ccc(N2CCN(S(=O)(=O)c3ccc4c(c3)CCCC4)CC2)c([N+](=O)[O-])c1,0%,u,-4,-8%,-1%,-19%[57.5 µM],u,-8,u
N=c1c2c(-c3ccccc3)c(-c3ccccc3)n(Cc3ccco3)c2ncn1Cc1ccccc1,-13%,3%,0,-4%,0%,i,-1%,-19,u
CCOC(=O)N1CC(=O)Nc2ccc(Br)cc2C1c1ccccc1 (stereo not given),-19%,0%,6,1%,-2%,-10%,10%,2,u
COc1cc(/C=N/NC(=O)/C(=C/c2ccccc2)CCO)ccc1O,14%,3%,-10,8%,2%,i,-4%,1,18%
COC(=O)C1=C(C)NC(=O)C1(NS(=O)(=O)c1ccc(NC(C)=O)cc1)C(F)(F)F (stereo not given),-5%,-17%,5,-13%,-14%,-1%,-5%,11,u
C/C=C/c1ccc(OCCCCN2C(=O)NC(C)(C)C2=O)c(OC)c1,0%,-11%,8,-23%,10%,i,0%,2,6%
COc1ccccc1-c1nc2c3c(-c4ccccc4)c(-c4ccccc4)oc3ncn2n1,-19%,2%,9,8%,x,-12%,x,x,-1%
COc1cc(/C=N\NC(=O)c2ccc(-c3ccccc3)cc2)ccc1OCC(N)=O,1%,5%,4,-17%,-2%,i,2%,4,22%

# Source: PubChem BioAssay

# An excerpt. The share of hits here may be higher or lower than overall.
